Screens (PubChem)
All columns: NCI-60 one-dose screen, growth in % after 48 h at 10 µM unless noted; 100 = growth as untreated, 0 = no growth, -100 = all killed.
HL-60(TB): HL-60(TB) leukemia cells; 9% of 78,000 active; AID 1794776; active = growth percent below 10
* marks the source's active call; other numbers are inactive results; & = joins results of further samples; [ ] = another dose, or the depositor's remark. Only part of the results is shown; the hit share may differ from the screen's.

SMILES | HL-60(TB)
O=c1ccc(=O)n(-c2nc(-c3ccc(-c4csc(-n5[nH]c(=O)ccc5=O)n4)cc3)cs2)[nH]1 | 101
CN1CCN(Cc2ccc(NC(=O)c3cncc(C#Cc4cnc(N)cc4C#N)c3)cc2C(F)(F)F)CC1 | 4.5*
Nc1cc(Br)cc2c1[nH]c(=O)c1ccccc12 | 92
N#Cc1c(-c2ccc(F)cc2)nc(N=Nc2c(O)[nH]c3ccccc23)[nH]c1=O | 100
Cc1nc2c(c(=O)[nH]1)C(c1ccccc1)c1ccc3ccccc3c1O2 (configuration not stated) | -2.8*
O=C(C1CC1)N1CCN(c2nc(NCCN3CCOCC3)ncc2Br)CC1 | 100
CCCCOc1nc2ccccc2cc1/C=C/C(=O)/C=C(O)/C=C/c1cc2ccccc2nc1OCCCC | 96
O=C(CSCC(=O)Nc1ccc2ccccc2c1)NCc1ccco1 | 94
CN1CCN(Cc2ccc(NC(=O)c3cncc(C#Cc4cnc5ccc(Cl)nn45)c3)cc2C(F)(F)F)CC1 | -18*
COc1ccc(Oc2nc(Nc3ccc(F)cc3)ncc2NC(=O)Nc2cc(OC)cc(OC)c2)cc1 | 91
O=C(O)c1c[nH]c(=O)[nH]c1=O | 104
CCN(CC)CCOC(=O)c1c(C)c(C)c(C)c(C)c1C | 97
Cn1c(=O)c2c(nc(Nc3ccc(F)cc3)n2CC(=O)Nc2ccc(S(N)(=O)=O)cc2)n(C)c1=O | 104
C=CCc1c(O)c(C(=O)/C=C/c2ccc(Cl)cc2)c(OC)c2ccoc12 | 25
COc1cc(CNc2nc3ccc(OC/C(=C\F)CN)cc3o2)ccn1 | 136
O=C(Nc1ccccc1Cl)c1ccc(C(=O)Nc2ccccc2Cl)cc1 | 93
CCCCCCCCCCSC#N | 118
CCN(C(=O)N1CCN(c2cc3c(cc2F)c(=O)c(C(=O)O)cn3C2CC2)CC1)c1nc(-c2ccccc2)cs1 | -34*
O=C1[C@H]2Cc3c([nH]c4ccccc34)[C@H](c3ccc(Cl)cc3)N2C(=O)CN1C1CCN(Cc2c(Cl)cccc2Cl)CC1 | 62
CCOC(=O)CC1=Nc2ccccc2SC1 | 97
CC(C)(C)n1cc(-c2ccnc(NCCNS(=O)(=O)c3cccc(F)c3)c2)c(-c2cccc(F)c2)n1 | 41
COc1ccccc1N1CCN(c2ncnc3[nH]ccc23)CC1 | 95
CC1(C)NCc2c3c(ccc4nc(-c5cn[nH]c5C(F)(F)F)c5c(c43)CCCC5)nn21 | 103
CN(C)C=Nc1cc(Cl)ccc1Cl | 102
CC(=O)Cc1ccc(C)cc1 | 91
O=C(O)c1cc(C(Cl)C(Cl)(Cl)Cl)ccc1O (configuration not stated) | 89
COc1ncc(-c2ccc3nccc(C#CCN4CCN(S(C)(=O)=O)CC4)c3c2)cc1NS(=O)(=O)c1ccc(F)cc1F | -19*
COc1ccc(C(OC(C)=O)OC(C)=O)cc1OC(C)=O | 98
O=S(=O)(Nc1ccc(-c2ccc(NS(=O)(=O)c3ccccc3)cc2)cc1)c1ccccc1 | 48
COc1cccc(-c2nonc2CC(O)c2ccccn2)c1 (configuration not stated) | 106
CCN1CCN(c2cc(C)nc(N(CCCNc3ccnc4cc(Cl)ccc34)Cc3cccs3)n2)CC1 | -50*
CCC(O)c1ccco1 (configuration not stated) | 104
Cn1ccc2c1CC1CN(C3CCCC3)C(=O)C1C2C(=O)O (configuration not stated) | 100
OB(O)c1cccc(-c2nc3ccc4[nH]ncc4c3c3c2CCCC3)c1F | 32
CCCCCC(=O)OCc1ccccc1 | 89
Cc1cc2nc(C(Cl)Cl)nc(-c3ccccc3)n2n1 | -14*
COc1ccc(/C=N/Nc2nc(Nc3ccccc3)nc(Nc3ccc(S(N)(=O)=O)cc3)n2)cc1 | 84
Oc1[nH]c2ccccc2c1/C=c1/ccc2c(c1)N=C(c1cccs1)N=2 | 73
Cn1ccnc1C(=O)/C=C/c1ccc(C(=O)Nc2ccccc2O)cc1 | 0.7*
CC(=O)c1ccc2ccc3ccccc3c2c1 | 110
CCOC(=O)C(C#N)C(C#N)c1ccc(OC)c(OC)c1 (configuration not stated) | 97
O=C1Nc2ccc(Br)cc2C1=N/C=c1\[nH]c(=O)/c(=C/c2ccc(Cl)cc2)s1 | 100
NNC1=NC(c2cccc([N+](=O)[O-])c2)c2sc3ccc(Cl)cc3c2N1 (configuration not stated) | 97
C/C=N/NC(=O)OCC | 126
COc1ccc(C(=O)c2c(N)c(C#N)c3n2CCC3)cc1OC | 113

Structural class: the entries above with a Cl atom
SMILES | HL-60(TB)
CN1CCN(Cc2ccc(NC(=O)c3cncc(C#Cc4cnc5ccc(Cl)nn45)c3)cc2C(F)(F)F)CC1 | -18*
C=CCc1c(O)c(C(=O)/C=C/c2ccc(Cl)cc2)c(OC)c2ccoc12 | 25
O=C(Nc1ccccc1Cl)c1ccc(C(=O)Nc2ccccc2Cl)cc1 | 93
O=C1[C@H]2Cc3c([nH]c4ccccc34)[C@H](c3ccc(Cl)cc3)N2C(=O)CN1C1CCN(Cc2c(Cl)cccc2Cl)CC1 | 62
CN(C)C=Nc1cc(Cl)ccc1Cl | 102
O=C(O)c1cc(C(Cl)C(Cl)(Cl)Cl)ccc1O (configuration not stated) | 89
CCN1CCN(c2cc(C)nc(N(CCCNc3ccnc4cc(Cl)ccc34)Cc3cccs3)n2)CC1 | -50*
Cc1cc2nc(C(Cl)Cl)nc(-c3ccccc3)n2n1 | -14*
O=C1Nc2ccc(Br)cc2C1=N/C=c1\[nH]c(=O)/c(=C/c2ccc(Cl)cc2)s1 | 100
NNC1=NC(c2cccc([N+](=O)[O-])c2)c2sc3ccc(Cl)cc3c2N1 (configuration not stated) | 97

Following part.
SMILES | HL-60(TB)
COc1ccc(-c2cc(-c3cccnc3)nc(OCc3nnc(-c4ccccc4)o3)c2C#N)cc1OC | 110
O=C(Cc1ccc([N+](=O)[O-])cc1)Nc1ccc(S(=O)(=O)F)cc1 | 86
CCOC(=O)c1c(Nc2ccccc2)nn2c(-c3ccc(Cl)cc3)ccnc12 | 87
CCOP(=O)(OCC)/C(=C\N1C(=O)CC(=O)NC1=S)C(=O)OC | 103
CCCC(=N)OCC | 90
COC(=O)CCN1C(=O)/C(=C/c2ccc(O)cc2)SC1=S | 81
CCCCCCC(C(=O)O)(C(=O)O)C1CCCCCC1 | 79
COc1ccc(Nc2nc(C)c(C(=O)/C=C/c3cccc(OC)c3)s2)cc1 | 55
O=[N+]([O-])c1c(C=Nc2ccccc2)oc(-c2c(O)ccc3ccccc23)c1-c1c(O)ccc2ccccc12 | 90
Cc1[nH]cnc1/C=C1\SC(N2CCCCC2)=NC1=O | 96
CC(=O)Oc1ccc(C)cc1 | 66
C=CCSC1=N/C(=C\c2cn(-c3cccc(Cl)c3)nc2-c2ccc(OC)cc2)C(=O)N1c1ccc(OC)cc1 | 99
Oc1ccc2nc(-c3cnn4cccnc34)sc2c1 | 68
CC(=O)OC1CCC(C2CCCCC2)CC1 (configuration not stated) | 116
O=C(NC(=S)NNC(=S)NNc1ccccc1)c1ccccc1 | 0.2*
CC(C)(C)n1cc(-c2ccnc(NCCCNS(=O)(=O)c3ccc(Cl)cc3)c2)c(-c2ccccc2)n1 | 70
CC(Oc1ccccc1-c1ccccc1)C(=O)O (configuration not stated) | 101
O=[N+]([O-])c1ccc(-c2cs/c(=N\N=C\c3ccc(Cl)cc3)n2/N=C/c2ccc(Cl)cc2)cc1 | 54
O=C1[C@@H]2Cc3c([nH]c4ccccc34)[C@H](c3c(Cl)cccc3Cl)N2C(=O)CN1C1CCN(Cc2c(Cl)cccc2Cl)CC1 | 94
O=S(=O)(c1ccc(F)cc1)c1nc(-c2ccccc2)oc1SCc1ccc(F)cc1 | 61
O=C(Cn1c(=O)ccn(CCCCCCCCOc2ccc(Br)cc2)c1=O)Nc1ccc(Oc2ccccc2)cc1 | 42
O=C1c2ccccc2C(=O)N1N1CC1c1ccccc1 (configuration not stated) | 102
COc1ccc(SC2c3cc(OC)ccc3Oc3nc(N)c(C#N)c(N)c32)cc1 (configuration not stated) | 65
C=C(C)[C@@H]1CC[C@]2(C)[C@H](CC[C@@H]3[C@@H]([C@@](C)(O)CCC=C(C)C)CC[C@]32C)[C@@]1(C)CCC(=O)N1CCN(C)CC1 | -32*[100 µM]
CCCCOC(=O)c1ccc(NC(=O)C(C)N(CC)CC)cc1 (configuration not stated) | 93
O=C(Nc1ccccc1)c1cc(-c2ccccn2)nc2ccccc12 | 139
CC1=CC(Cc2ccccc2)N(C)C(C(N)=O)C1 (configuration not stated) | 101
CC(C)NCC(O)COc1ccc(CCOCC2CC2)cc1 (configuration not stated) | 93
COc1ccc(/C=N/NC(=O)c2c(Nc3ccccc3)nn(C)c2N)cc1OCc1ccccc1 | 106
O=C(CSc1nc2ccc([N+](=O)[O-])cc2[nH]1)Nc1cccc([N+](=O)[O-])c1 | 57
COc1cc(C2=NN(C=O)C(c3sc(N(CCCl)CCCl)nc3Cl)C2)cc(OC)c1OC (configuration not stated) | 93
CN1CCc2c(sc3ncnc(N/N=C/c4cccc(Cl)c4Cl)c23)C1 | -51*
Cc1cccc(N2CCC3(CC2)C(=O)NC(=O)NC3=O)c1 | 101
O=CN1N=C(c2cccc(Nc3ccncc3)c2)CC1c1ccc2c(c1)OCO2 (configuration not stated) | 86
Cc1cccc(Cl)c1NC(=O)C(C)N1CCCC1 (configuration not stated) | 97
O=[N+]([O-])c1cc(S(=O)(=O)Nc2ccccc2)ccc1Cl | 71
CN(C)c1cccc2c(S(=O)(=O)Nc3cccc(-c4csc(N)n4)c3)cccc12 | 85
CNC(=O)Cc1nc(-c2cccc(NS(=O)(=O)c3c(F)cccc3F)c2F)c(-c2ccnc(Nc3ccccc3)n2)s1 | 58
C[Si](C)(C)N1C(=O)c2ccccc2C1=O | 100
CC(Oc1ccccc1)C(=O)O (configuration not stated) | 76
CC(NC(=O)C1CCCN1C(=O)OC(C)(C)C)C(=O)OCc1ccccc1 (configuration not stated) | 97
O=C(O)c1ccc(OC2C=CCCC2)cc1 (configuration not stated) | 100
Cc1ccccc1NC(=NCCCN1CC1)Nc1ccccc1C | 96
CC(C)C[C@H](N)C(=O)NS(=O)(=O)c1cccc(Cl)c1 | 89
ClC1OC(Cl)(Cl)C(Cl)(Cl)OC1(Cl)Cl (configuration not stated) | 125
CSc1nc2nc(-c3cc4ccccc4oc3=O)ccc2c(=O)n1C | 93
CSc1cc(C)nc(N)n1 | 114
N#CC1=C(c2ccccc2)Nc2c(c(-c3ccccc3)nn2-c2ccccc2)[C@@]12C(=O)Nc1ccc(Cl)cc12 | 75
CC[N+](C)(C)CCOc1nc2c(c(=O)n(C)c(=O)n2C)n1C | 96
CCOC(=O)c1nn(C2CCCCO2)c2ccc(NC(=O)COc3cccc4cccnc34)cc12 (configuration not stated) | 98
Cc1ccc(-n2nc(C(=O)NCCCCCC(=O)NO)nc2-c2ccccc2)cc1 | 108
CN(N=C1CCC(C2CCCCC2)CC1)c1ccccc1 (configuration not stated) | 104
c1coc([C@@H]2C[C@@H]3Cc4ccc5ccccc5c4N2O3)c1 | 100
COc1cc(Cc2n[nH]c(=S)n2-c2ccccc2)c(S(=O)(=O)N2CCOCC2)cc1OC | 99
O=C1C2=C(Nc3ccccc3SC2c2ccc(Br)cc2)c2ccccc21 (configuration not stated) | 89
C/C(=N\N=C\c1ccc(Cl)c([N+](=O)[O-])c1)c1ccc2c(c1)Nc1ccccc1S2 | 51
COc1ccc(-c2nc3sc(C)nn3c2-c2nc3cc(C)c(C)cc3[nH]2)cc1 | 112
COc1ccc(-c2cc(-c3ccccc3)nc(SCCCCCC(=O)O)n2)cc1 | 102
Cn1c(=O)c2[nH]c(N3CCN(CCCl)CC3)nc2n(C)c1=O | 84
CCOC(=O)C(Cc1ccc(O)cc1)Nc1nc2ccccc2o1 (configuration not stated) | 101

Brought forward from above: 4 entries, followed by the next part.
SMILES | HL-60(TB)
COc1ccc(-c2nc3sc(C)nn3c2-c2nc3cc(C)c(C)cc3[nH]2)cc1 | 112
COc1ccc(-c2cc(-c3ccccc3)nc(SCCCCCC(=O)O)n2)cc1 | 102
Cn1c(=O)c2[nH]c(N3CCN(CCCl)CC3)nc2n(C)c1=O | 84
CCOC(=O)C(Cc1ccc(O)cc1)Nc1nc2ccccc2o1 (configuration not stated) | 101
CC(=O)OCC1OC(n2cc(COc3ccc4ccc(=O)oc4c3)nn2)C(OC(C)=O)C(OC(C)=O)C1OC(C)=O (configuration not stated) | 85
O=C(CBr)CN1C(=O)c2ccccc2C1=O | 103
Cc1ccnc(NS(=O)(=O)c2ccc(N)cc2)n1 | 86&96
O=C(c1ccccc1)C(Sc1ccccc1)c1ccccc1 (configuration not stated) | 84
COC(=O)C(=Cc1ccccc1)C(=O)OC | 106
CCN(CC)CC(C)(C)C=O | 104
Cc1noc(N)c1C(=O)Nc1ccc2c(c1)OCO2 | 98
COc1ccc(-c2cc(-c3ccccc3)nn(CC(=O)N3CCN(C)CC3)c2=O)cc1 | 97
CC(=O)Nc1c(O)c2ccccc2c2ccccc12 | 94
CC(C)(C)NCc1cc(C(C)(C)C)ccc1O | 102
C[C@H]1CC[C@H]2[C@H](C1)c1c(O)cc(-c3cc4ccccc4s3)cc1OC2(C)C | 100
CNC(=O)NCC1OC(n2cnc3c(NC(=O)Nc4ccccc4)ncnc32)C(O[Si](C)(C)C(C)(C)C)C1O[Si](C)(C)C(C)(C)C (configuration not stated) | 23
CCOC(=O)c1cn[nH]c1C | 102
